Assay outcomes from PubChem BioAssay.
CaV13 ICDI inh = Primary screen for inhibitors of IQ motif and Ca2+-dependent inactivation inhibitor domain binding in CACNA1D, Förster resonance energy transfer in living cells, …. 340,000 tested, 0.098% active. inhibition, % at 12.3 µM. HEK cells, CFP/YFP FRET ICDI-IQ, plate reader, 10 min; percent FRET-ratio fall versus neutral wells. AID 743397;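 active = mean replicate inhibition of at least 30% and at least 1% of replicates passing that level; inconclusive = only one of the two criteria is met; inactive = neither criterion is met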;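 also: 0% = median of the neutral control wells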
NR2E3 ag-1 = agonists of human nuclear receptor NR2E3. Q9Y5X4. GST-NR2E3/biotin-RetCOR TR-FRET, 1536-well. inhibition of corepressor binding, % at 4.78 µM. 320,000 tested, 0.12% active. AID 2300;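 active = percent inhibition above the cutoff of mean plus 3 SD of all tested compounds, set per screening campaign, cut at about 20% in these data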;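 also: 0% = DMSO wells and 100% = biotin wells as full block of FRET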
Target sequence (Q9Y5X4 whole entry, looked up): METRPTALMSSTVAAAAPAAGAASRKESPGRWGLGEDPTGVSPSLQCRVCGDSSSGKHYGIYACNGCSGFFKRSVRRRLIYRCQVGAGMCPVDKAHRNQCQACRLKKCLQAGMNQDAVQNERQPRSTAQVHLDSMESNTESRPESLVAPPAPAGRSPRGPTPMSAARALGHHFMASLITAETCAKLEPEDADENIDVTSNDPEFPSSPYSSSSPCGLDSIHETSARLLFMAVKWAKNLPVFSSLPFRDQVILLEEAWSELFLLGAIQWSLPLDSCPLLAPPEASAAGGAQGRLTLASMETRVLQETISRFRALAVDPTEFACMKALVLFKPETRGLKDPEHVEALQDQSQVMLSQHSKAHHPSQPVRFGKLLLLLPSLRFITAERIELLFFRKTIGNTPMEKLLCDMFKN
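System: GST-NR2E3 and biotin-RetCOR proteins; probe or stimulus: 7 nM biotin-RetCOR; doses: compound at 4.8 µM, single dose; schedule: Compound–protein incubation for 5 h at 4 °C; detection: time-resolved FRET; read-out: percent inhibition; controls: biotin wells as high control, 0.6% DMSO wells as low control; format: 1536-well plates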
Vif inh = HIV Vif inhibition. HEK293T cells, Vif self-association by quenched fluorescence, imaging, 24 h. inhibition, % at 7.49 µM. AID 602346. 340,000 tested, 0.35% active; in the data active = inhibition above about 50%, passing the limit was not always enough; inconclusive = no clear call, values can overlap the other calls; inactive = below about 31%; also: some results filed as inactive read as strong as hits
Shn3 inh set2 = reduces Shn3 3'UTR luciferase signal in osteoblasts; Clone20 osteoblast Shn3 3'UTR firefly luciferase, 24 h; inhibition, % at 12.5 µM; 360,000 tested, 0.52% active;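 active = mean inhibition of at least 75% with every replicate also reaching 75%; inconclusive = mean inhibition at least 75% but some replicate below; inactive = mean inhibition below 75%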;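 also: 0% = median of neutral control wells and 100% = pilot-screen positive control compound; some compounds past the cut are filed as inactive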
TRPM1 prom inh = inhibitors of MITF-driven TRPM1 promoter in melanoma cells; SK-MEL-5 TRPM1 promoter luciferase, 24 h; inhibition, % at 12.5 µM; 330,000 tested, 0.83% active;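 active = mean inhibition across replicates of 60% or more, whatever share of single replicates reaches that level; inconclusive = some that reach 60%, reason not given; inactive = mean inhibition across replicates below 60%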; also: values of inactives mirror those of a sister screen read the other way
NR2E3 ag-2 = activates human NR2E3 receptor; Q9Y5X4; CHO-S Gal4-NCOR/VP16-NR2E3 two-hybrid, luciferase; AID 602229; inhibition of corepressor binding, % at 3.98 µM; 360,000 tested, 0.35% active;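 active = inhibition above the mean of all tested compounds plus 3 SD, cut at about 70% in these data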;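 also: 0% = DMSO with NR2E3 transfected cells and 100% = cells lacking NR2E3 construct; higher means lower luciferase signal from less NR2E3 corepressor binding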
HIF-2a block = inhibitors of HIF-2a; AID 624352; 360,000 tested, 0.72% active; inhibition, % at 18.8 µM; 786-0 RCC cells HIF-2a reporter, luciferase luminescence, overnight;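 active = inhibition of the luminescence signal of 40% or more relative to plate controls, in a single-dose primary screen at 18.75 µM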
KKLEB cytotox = reduces viability of KKLEB cystic fibrosis airway cells | KKLEB CF airway cells viability, ATPlite luminescence, overnight; hits give low values; cells stimulated with P. aeruginosa culture filtrate | activity change (cytotoxicity), % at 5 µM | 360,000 tested, 0.36% active | AID 602141;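 active = corrected activity change at or below -50% at 5 µM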
Peg3 promoter = reduces Peg3 promoter-driven luciferase expression in HeLa; 360,000 tested, 1.7% active; inhibition, % at 20 µM; HeLa PEG-Prom luciferase reporter, luminescence, overnight;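 active = inhibition of at least 50% at 20 µM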
CF NFkB block = inhibitors of cystic fibrosis induced NF-kB. KKLEB NF-kB-GFP reporter, PAF-induced, GFP fluorescence overnight. inhibition, % at 5 µM. 360,000 tested, 0.86% active. AID 588850;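 active = at least 50% inhibition at 5 µM, scaled per plate between neutral and stimulator controls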;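 also: PAF is a Pseudomonas aeruginosa culture filtrate used as stimulus; plate controls were PAF-stimulated DMSO wells for no effect and unstimulated DMSO wells for full effect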
PDI turbidity = inhibitors of human protein disulfide isomerase; PDI insulin aggregation turbidity, A650, 90 min; 350,000 tested, 0.052% active; P07237; inhibition, % at 10 µM;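 active = mean inhibition across replicates of 30% or more, whatever share of single replicates reach that level; inconclusive = mean inhibition below 30% while every single replicate reaches 30%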;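 also: absorbance from insulin aggregation driven by PDI reduction with DTT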
Target sequence (P07237 whole entry, looked up): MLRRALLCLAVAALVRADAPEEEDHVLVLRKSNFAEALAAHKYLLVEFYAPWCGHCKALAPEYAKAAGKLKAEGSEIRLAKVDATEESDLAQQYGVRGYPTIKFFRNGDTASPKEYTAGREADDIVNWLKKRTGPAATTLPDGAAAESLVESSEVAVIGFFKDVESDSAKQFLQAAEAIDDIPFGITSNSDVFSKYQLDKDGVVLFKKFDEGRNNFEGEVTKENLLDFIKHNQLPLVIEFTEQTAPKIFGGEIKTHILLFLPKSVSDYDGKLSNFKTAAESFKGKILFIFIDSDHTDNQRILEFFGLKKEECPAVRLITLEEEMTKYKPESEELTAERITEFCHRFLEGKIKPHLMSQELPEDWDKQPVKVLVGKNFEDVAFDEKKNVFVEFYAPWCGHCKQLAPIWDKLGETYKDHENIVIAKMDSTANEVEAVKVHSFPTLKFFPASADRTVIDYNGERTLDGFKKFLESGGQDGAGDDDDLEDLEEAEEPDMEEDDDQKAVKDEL
Starred values were filed as active, the others as inactive; ? = inconclusive; nt = no result given.

SMILES	CaV13 ICDI inh	NR2E3 ag-1	Vif inh	Shn3 inh set2	TRPM1 prom inh	NR2E3 ag-2	HIF-2a block	KKLEB cytotox	Peg3 promoter	CF NFkB block	PDI turbidity
O=C(Nc1ccc2c(c1)nc1n2CCSC1)c1ccccc1	-3	0	4	-14	-20	-132	-108	-4	-64	-6	-8
CCCn1c2ccccc2c2nnc(SCC(=O)Nc3c(C)n(C)n(-c4ccccc4)c3=O)nc21	-4	-1	-1	-3	1	-2	18	-14	5	-18	2
Cc1ccc(C(=O)NCN2CCN(c3ccc(F)cc3)CC2)cc1	-2	3	-5	-10	-1	8	3	0	-6	-1	4
Cc1[nH]c2ccccc2c1C(C[N+](=O)[O-])c1cccs1 (stereo unspecified)	3	7	0	-2	-9	2	23	9	17	-9	3
CCN1CCN(CCC(=O)Nc2cccc(C)c2)CC1	-5	1	0	1	16	-5	13	-2	-9	-5	7
S=C1NCC(c2ccccc2)S1 (stereo unspecified)	-5	nt	3	-26	-2	-17	-1	5	-11	-9	-4
Cc1ccc(NC(=O)C2CC3CCC2C3)c(Br)c1 (stereo unspecified)	-3	nt	5	-80	-42	-39	-204	4	-197	-11	2
CNc1snc(C)c1C(=O)OC(C)C(=O)NCc1ccccc1 (stereo unspecified)	-7	nt	3	21	3	-23	17	6	4	-5	3
S=C(NCCNC(=S)Nc1ccccc1)Nc1ccccc1	-5	-2	4	0	8	11	-3	5	14	5	-5
O=C(Cc1cccc(NC(=O)C2CCN(S(=O)(=O)c3cccc([N+](=O)[O-])c3)CC2)c1)Nc1cccc(C(=O)N2CCCCC2)c1	-5	nt	-5	-3	-3	-5	-1	-7	17	1	-4
CC1(c2ccc3ccccc3c2)NC(=O)N(CC(=O)N2CCCC(C(F)(F)F)C2)C1=O (stereo unspecified)	-2	2	12	15	-18	8	7	-19	7	-21	-22
Cc1ccc2nc(C3CCCN(C(=O)NCc4ccccc4)C3)[nH]c2c1 (stereo unspecified)	-7	1	-1	-2	-20	-44	-85	1	-52	-9	0
N#Cc1cccc(CSc2nnc(CCCO)n2-c2ccccc2)c1	-8	0	8	12	-25	2	15	-1	0	9	-6
O=C(COc1ccccc1F)Nc1ccc(S(=O)(=O)N2CCCC2)cc1	-16	1	-9	-12	-3	-21	-2	1	-3	-11	0
CCOc1cc(N2CCOCC2)c(OCC)cc1NC(=O)COC(=O)c1cc(C)cc(C)c1	11	1	2	-8	-1	-1	9	8	24	-9	-1
c1ccc(-c2ccc3sccc3n2)cc1	-5	0	nt	-71	-113	-84	-332	0	-375	2	-5
O=C(NCCc1nnc2ccc(SCC(=O)N3CCCC3)nn12)c1ccc(F)cc1	-2	-1	0	2	2	-10	11	7	2	2	5
C/C(Cl)=C\Cn1c(O)c(N=NC(N)=S)c2ccccc21	-7	1	2	11	13	24	15	-34	38	24	6
CCOC(=O)C1CCN(C(=O)COC(=O)COc2ccccc2OC)CC1	-4	-1	0	-23	7	-11	12	0	7	-1	-1
O=[N+]([O-])c1ccccc1S(=O)(=O)NC1CCCC1	-4	2	4	4	1	-24	15	3	5	4	5
COc1ccc(CCNS(=O)(=O)c2cc3c4c(c2)CC(=O)N4CCC3)cc1	-14	2	1	-54	1	-4	14	-4	-2	-11	10
O=c1cc(CSc2nnc(-c3ccccc3)o2)c2ccccc2[nH]1	3	-2	8	-11	nt	6	-62	-4	-16	-26	nt
O=C(CSc1nc(O)c(C2CCCCC2)c(=O)[nH]1)N1CCOCC1	3	-2	-7	-6	6	19	8	2	8	-2	1
Cc1csc(NC(=O)C2CCN(S(=O)(=O)c3ccccc3)CC2)n1	-4	nt	?	15	5	10	1	18	-5	-2	8
C=CCNc1ncnc2c1cnn2-c1ccc(C)cc1C	-6	7	-1	-1	-2	-24	-57	-2	-55	-3	-7
(list continues)
SMILES	CaV13 ICDI inh	NR2E3 ag-1	Vif inh	Shn3 inh set2	TRPM1 prom inh	NR2E3 ag-2	HIF-2a block	KKLEB cytotox	Peg3 promoter	CF NFkB block	PDI turbidity
CCc1cccc(C)c1NS(=O)(=O)c1c(C)nc2sccn2c1=O	-6	-1	-1	7	-6	0	22	-5	15	1	16
NNc1ccccc1C(F)(F)F	-18	nt	2	-8	2	-33	11	0	-6	-13	-4
CSCCC(C(=O)OCC(=O)c1ccc(C)c(C)c1)N1C(=O)c2cc(Cl)c(Cl)cc2C1=O (stereo unspecified)	-8	-2	27	6	2	3	19	6	-5	2	-2
CC(C)(C)[C@@H]1COC(=O)[C@@H](Cc2ccc(F)cc2)CC/C=C\C[C@@H](CC(=O)N(CCO)Cc2ccccc2)C(=O)N1	-10	nt	-18	-13	7	1	24	-6	15	10	3
COc1ccccc1NC(=O)C(C)NS(=O)(=O)c1ccc(Cl)cc1 (stereo unspecified)	-4	4	-2	1	6	-11	16	-11	7	6	2
COc1ccc(NC(=O)Nc2cccc3c2O[C@H](CN(C)S(=O)(=O)c2ccc(OC)cc2)[C@@H](C)CN([C@H](C)CO)C3=O)cc1	-6	nt	-5	-10	-10	-17	-6	-5	-23	4	3
COC(=O)c1sccc1NN1C(=O)c2ccccc2C1=O	-5	3	-12	2	-4	-26	13	-5	7	-9	-4
Cc1ccc(OCC(=O)NNc2c3ccccc3nc3ccccc23)cc1	48*	3	-10	26	1	-7	-10	-3	83*	-12	11
CC(=O)Nc1ccc(C(=O)N2CCCCC2c2cc(C(=O)NCc3ccc(F)cc3)no2)cc1 (stereo unspecified)	-9	nt	0	-1	nt	-3	11	6	-6	-18	6
O=C(C1CC1)n1cc(C(=S)N2CCOCC2)c2ccccc21	-5	-1	5	44	-7	-3	6	-7	13	-9	6
O=S(=O)(Nc1ncnc2sc3c(c12)CCC3)c1ccc(Cl)s1	nt	1	nt	-11	15	7	3	6	27	-12	0
O=C(NCc1ccccc1)c1onc(CSc2nc3ccccc3[nH]2)c1C(=O)NCc1ccccc1	-7	3	-7	19	14	-23	19	-11	22	-10	0
CCCCCCCC(=O)Nc1cc(C(=O)NCCC)ccc1N1CCC2(CC1)CC(c1cccc(Br)c1)=NO2	-11	5	-5	20	9	2	8	-2	-10	0	-29
Cc1csc(=O)n1CCC(=O)OCC(=O)Nc1ccc(S(N)(=O)=O)cc1	-6	3	-1	-1	-10	-8	0	-5	7	14	5
COc1cccc(NC(=O)N(C)C[C@H]2Oc3cc(Br)ccc3S(=O)(=O)N([C@H](C)CO)C[C@H]2C)c1	-5	nt	-2	-9	nt	-28	6	1	12	-1	-1
COC(=O)Nc1nnc(Cc2ccccc2)s1	-9	4	1	7	-1	-15	10	6	2	7	4
CCc1nc2ccccc2n1CC(O)COCC1CC=CCC1 (stereo unspecified)	5	1	1	20	-13	1	-1	-9	-5	-13	-9
CCOCCn1ccc2c(OCC(=O)Nc3ccc(OC)c(OC)c3)cccc2c1=O	-3	-4	-17	74	15	37	8	-10	17	0	-4
CCc1ccc(N2CC(C(=O)N/N=C/c3ccccc3OC)CC2=O)cc1 (stereo unspecified)	-5	2	-2	0	9	-24	9	6	2	-6	4
Cc1cc(C)c(C#N)c(SCc2ccc3c(c2)OCO3)n1	0	2	-3	11	-22	-22	-8	5	-8	-4	14
CCCCNc1cc(Cl)nc(N)n1	-4	1	0	-2	-5	-4	-9	4	-17	11	1
COC(=O)c1ccn(CSc2c(F)c(F)cc(F)c2F)n1	-1	2	27	-4	-7	-4	2	-12	-1	18	2
CN(CC(=O)Nc1ccccc1Br)C(=O)CCc1ccccc1	-3	3	-5	12	12	11	9	-3	3	-10	-3
Fc1ccc(-n2c(-c3ccco3)nc3nc4ccccc4nc32)cc1	nt	4	nt	12	-1	20	2	-7	10	-3	6
CCCCCCOc1ccc(N2C(=O)CC(NCCc3ccc(S(N)(=O)=O)cc3)C2=O)cc1 (stereo unspecified)	-12	1	1	-30	5	-17	13	12	16	-5	-3
Cc1cc(=O)oc2cc(OC(=O)CCCCCN3C(=O)c4ccccc4C3=O)ccc12	-5	6	10	12	-8	0	18	2	1	4	-3
Cc1ccc(-n2nnc3c(SCC(=O)NCc4ccco4)ncnc32)cc1	nt	3	2	-45	11	-32	-28	-18	-32	25	4
O=C(C1CC(c2ccc(F)cc2)=NO1)N1CCN(c2ccccc2)CC1 (stereo unspecified)	-4	-1	0	-27	nt	16	-9	-16	5	-24	nt
CN(Cc1ccc(Cl)cc1)C(=O)c1cc(S(=O)(=O)N2CCOCC2)ccc1N1CCCC1	-2	0	-13	9	-2	12	13	7	14	-11	-5

Taken from the listing (9 entries):
SMILES	CaV13 ICDI inh	NR2E3 ag-1	Vif inh	Shn3 inh set2	TRPM1 prom inh	NR2E3 ag-2	HIF-2a block	KKLEB cytotox	Peg3 promoter	CF NFkB block	PDI turbidity
CCCCNc1cc(Cl)nc(N)n1	-4	1	0	-2	-5	-4	-9	4	-17	11	1
COC(=O)c1ccn(CSc2c(F)c(F)cc(F)c2F)n1	-1	2	27	-4	-7	-4	2	-12	-1	18	2
CN(CC(=O)Nc1ccccc1Br)C(=O)CCc1ccccc1	-3	3	-5	12	12	11	9	-3	3	-10	-3
Fc1ccc(-n2c(-c3ccco3)nc3nc4ccccc4nc32)cc1	nt	4	nt	12	-1	20	2	-7	10	-3	6
CCCCCCOc1ccc(N2C(=O)CC(NCCc3ccc(S(N)(=O)=O)cc3)C2=O)cc1 (stereo unspecified)	-12	1	1	-30	5	-17	13	12	16	-5	-3
Cc1cc(=O)oc2cc(OC(=O)CCCCCN3C(=O)c4ccccc4C3=O)ccc12	-5	6	10	12	-8	0	18	2	1	4	-3
Cc1ccc(-n2nnc3c(SCC(=O)NCc4ccco4)ncnc32)cc1	nt	3	2	-45	11	-32	-28	-18	-32	25	4
O=C(C1CC(c2ccc(F)cc2)=NO1)N1CCN(c2ccccc2)CC1 (stereo unspecified)	-4	-1	0	-27	nt	16	-9	-16	5	-24	nt
CN(Cc1ccc(Cl)cc1)C(=O)c1cc(S(=O)(=O)N2CCOCC2)ccc1N1CCCC1	-2	0	-13	9	-2	12	13	7	14	-11	-5
